# KCNK3 block: human KCNK3 channel inhibition, primary screen; O14649; B-score at 10 µM; actives 0.84% (n = 340,000); CHO-KCNK3 thallium flux, FluxOR fluorescence; active compounds read low;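 active means B-score under library mean minus 4 SD, starting fluorescence ratio at most library mean plus 5 SD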;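 further: more negative B-score means stronger inhibition of thallium flux through KCNK3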
# Target sequence (O14649 whole entry, looked up): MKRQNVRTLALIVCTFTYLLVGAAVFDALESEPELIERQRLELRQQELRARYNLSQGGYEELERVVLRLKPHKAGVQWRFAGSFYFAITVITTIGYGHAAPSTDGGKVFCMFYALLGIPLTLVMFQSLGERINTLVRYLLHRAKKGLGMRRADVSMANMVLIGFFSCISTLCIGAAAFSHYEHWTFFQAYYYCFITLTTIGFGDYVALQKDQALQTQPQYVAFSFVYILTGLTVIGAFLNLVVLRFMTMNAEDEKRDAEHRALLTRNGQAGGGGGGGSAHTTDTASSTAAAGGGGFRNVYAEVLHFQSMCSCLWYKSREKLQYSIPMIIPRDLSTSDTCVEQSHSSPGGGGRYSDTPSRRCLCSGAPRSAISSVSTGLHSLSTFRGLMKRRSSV
# hERG rescue: shields human hERG channel from block by proarrhythmic agents; CHO-hERG, FluxOR thallium flux, dofetilide IC70 present; activation (rescue from dofetilide block), less the hit threshold, % at 10 µM; actives 0.51% (n = 310,000);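 active means activation above the mean of controls blocked by dofetilide plus 5 SD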;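 further: thallium influx through hERG after potassium depolarization seen as dye fluorescence rise; in these data hits start at about 4.7%; inactives centre near -7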
# KCNQ1 act: potentiates or activates the human KCNQ1 potassium channel | P51787 | CHO-K1 KCNQ1, thallium flux FluxOR fluorescence; active compounds read high | B-score at 10 µM | actives 0.35% (n = 310,000);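 active means fluorescence ratio B-score, a plate-corrected score, at least three library SD, with initial intensity B-score within 5 SD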
#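 Test system: CHO-K1 cells stably expressing KCNQ1 / Medium: assay buffer / Also added: depolarizing K+/Tl+ stimulus, K2SO4 and Tl2SO4 each 12.5 mM in 5x stock / Incubation: 90 min dye loading and 20 min compound exposure, both at room temperature / Signal: thallium influx via FluxOR fluorescence, kinetic imaging / Evaluation: B score of baseline-normalized fluorescence ratio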
# DYRK1A inh: inhibitors of rat Dyrk1A kinase | ADP-Glo luminescence, NFATc1 peptide | inhibition, % at 12.5 µM | actives 0.43% (n = 310,000) | AID 504441; in the data active means inhibition above about 50%;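 further: plate controls were vehicle with enzyme for no effect and no enzyme for full effect; many of its hits are not listed in these tables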
# GSK3 alpha inh: blocks human GSK-3 alpha kinase; P49840; ADP-Glo luminescence, 60 min; inhibition, % at 10 µM; actives 0.1% (n = 320,000); AID 2650;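 in the data active means inhibition above about 50%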;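 further: GST-tagged GSK-3 alpha with peptide substrate and 25 µM ATP; 0% = DMSO neutral wells and 100% = GW8510 positive control wells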
# RGS4 pot: RGS4 potentiation or activation | actives 0.92% (n = 310,000) | AID 463111 | B-score at 10 µM | HEK293 M3R/inducible RGS4, carbachol calcium flux Fluo4; active compounds read low;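 active means B-score of the integrated calcium signal more than 4 SD below the library mean, with starting fluorescence not abnormally high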;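 further: negative B-score means reduced calcium response which marks RGS4 activation or potentiation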
#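 Reagent: ECmax carbachol challenge; Test system: M3R-expressing HEK293 line, RGS4 induced by doxycycline; Schedule: overnight RGS4 induction, 30 min dye load 37 °C, 20 min compound RT; Detection: calcium dye Fluo4 fluorescence; Read-out: Agonist-evoked peak-minus-minimum fluorescence over baseline, integrated ratio, B score.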
# KCNQ1 block: blocks the human KCNQ1 potassium channel; P51787; CHO-K1 KCNQ1, FluxOR thallium flux fluorescence; active compounds read high; B-score at 10 µM; actives 1.3% (n = 310,000); AID 2642;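 active means compounds whose thallium flux B-score, printed positive for inhibition, exceeds three library SD while starting fluorescence stays within three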;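 further: channel opened by potassium depolarization with thallium stimulus after 20 min compound exposure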
# GSK3B inh: inhibitors of human GSK3beta kinase; P49841; GST-GSK3beta kinase, ADP-Glo luminescence, 60 min; active compounds read low; activity score (negative = inhibition), % at 10 µM; actives 0.038% (n = 300,000); AID 2097;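 active means more than half of replicate wells score below -50%, meaning over 50% inhibition versus plate controls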;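 further: 0% = median DMSO wells and -100% = median GW8510 positive control wells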
# Target sequence (P49841 whole entry, looked up): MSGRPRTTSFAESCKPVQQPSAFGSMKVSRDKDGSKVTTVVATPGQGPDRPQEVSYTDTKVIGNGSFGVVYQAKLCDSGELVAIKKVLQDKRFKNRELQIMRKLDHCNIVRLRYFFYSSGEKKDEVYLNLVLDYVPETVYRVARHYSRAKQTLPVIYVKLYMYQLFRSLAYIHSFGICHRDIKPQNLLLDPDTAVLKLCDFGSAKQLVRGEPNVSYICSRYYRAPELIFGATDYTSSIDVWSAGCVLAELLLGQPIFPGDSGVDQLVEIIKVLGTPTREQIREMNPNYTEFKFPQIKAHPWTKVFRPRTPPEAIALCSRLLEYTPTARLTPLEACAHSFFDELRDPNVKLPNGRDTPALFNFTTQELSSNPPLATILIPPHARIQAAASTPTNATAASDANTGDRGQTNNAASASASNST
#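 Test system: GST-tagged human GSK3beta kinase, cell-free; evaluation: activity score scaled between in-plate DMSO and GW8510 controls; measured by: ADP-Glo luminescence; incubation: 60 min reaction, RT; benchmarks: DMSO and 20 µM GW8510; reagent: peptide substrate plus 25 µM ATP (final); medium: Tris/MgCl2 kinase buffer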
# RGS4 block: human RGS4 inhibition; HEK293 M3R/RGS4 inducible, Fluo-4 calcium flux; active compounds read high; triggered by carbachol at its EC20; AID 463165; B-score at 10 µM; actives 0.45% (n = 310,000); P49798;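 active means B-score, a plate-corrected calcium signal, over three deviations above library mean, with baseline fluorescence within five deviations of library mean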;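 further: RGS4 expression induced by doxycycline in cells with stable M3 receptor; B-score is computed from the integrated fluorescence ratio over baseline after carbachol; higher B-score means a larger calcium signal and so more RGS4 inhibition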
# Target sequence (P49798 whole entry, looked up): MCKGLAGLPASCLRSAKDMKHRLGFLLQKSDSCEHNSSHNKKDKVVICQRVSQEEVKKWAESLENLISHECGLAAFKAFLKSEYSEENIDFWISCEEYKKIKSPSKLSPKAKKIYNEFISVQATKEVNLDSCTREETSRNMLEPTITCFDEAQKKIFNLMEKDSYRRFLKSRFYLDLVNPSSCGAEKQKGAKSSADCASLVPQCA
# PolyA inh: blocks polyadenylation in yeast reporter cells; actives 0.02% (n = 300,000); calls only at 12 µM; S. cerevisiae SKY197-pL101 polyadenylation reporter, beta-gal luminescence; efflux-impaired pdr1/pdr3 knockout yeast; score 100 = 6 SD above DMSO;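 active means lowest replicate activity score at least 50, where 100 means six control SD above control mean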;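 further: yeast exposed to compound for 9 h at 30 °C; higher score means more reporter readthrough which indicates perturbed polyadenylation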
# KCNK9 inh: blocks the human KCNK9 two-pore domain potassium channel. B-score at 10 µM. actives 1.2% (n = 310,000). Q9NPC2. HEK293 KCNK9, FluxOR thallium flux fluorescence; active compounds read low;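 active means ratio B-score over 3 SD below the library mean, with starting fluorescence within 5 SD of its mean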;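 further: negative B-score means less thallium flux so channel inhibition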
# Active calls of the source: *; i = inactive; / = no result given. This is a subset, so the mix of outcomes need not match the whole.
SMILES,KCNK3 block,hERG rescue,KCNQ1 act,DYRK1A inh,GSK3 alpha inh,RGS4 pot,KCNQ1 block,GSK3B inh,RGS4 block,PolyA inh,KCNK9 inh
COc1ccc(C(=O)NNC(=O)Cn2nnc(-c3ccc(OC)c(OC)c3)n2)cc1,i,-5,i,-3,/,i,i,0,i,i,i
O=C(CCc1ccccc1)NCCSCc1c(F)cccc1Cl,i,-11,i,1,0,i,i,-1,i,i,i
CCOC(=O)C1=C(C)OC(N)=C(C#N)C1c1cncc(-c2ccc(F)cc2)c1 (configuration not stated),i,-7,i,-3,0,i,i,4,i,i,i
COc1cccc(/C=N/n2nnnc2N)c1OCc1ccccc1Cl,i,-7,i,0,2,i,i,1,i,i,i
COC(=O)C1N[C@@H]([C@@H](NC(=O)COc2ccccc2)C(=O)NCc2ccc(OC)cc2)SC1(C)C (some centres not stated),i,-10,i,1,-3,i,i,1,i,i,i
COc1ccc(CNC(=O)c2cnn3c(C(F)F)cc(C)nc23)cc1OC,i,-6,i,4,0,i,i,1,i,i,i
COc1cc(C(=O)NCc2nnc(SCC(=O)Nc3cccc(C)c3)o2)cc(OC)c1OC,i,-4,i,-7,-1,i,i,-4,i,i,i
CCN1CCN(CCCNC(=O)c2ccc3c(=O)n(CCc4ccccc4)c(=O)[nH]c3c2)CC1,i,-10,i,4,-1,i,i,/,i,i,i
O=C(NN1C(=O)c2ccccc2NC1c1ccco1)c1ccc([N+](=O)[O-])cc1 (configuration not stated),i,-18,i,-3,-1,i,i,1,i,i,i
CC(C)N(C(=O)COC(=O)c1cncc(Br)c1)C(C)C,i,-6,i,3,0,i,i,1,i,i,i

# As entered above.
# Under hERG rescue, COc1ccc(CNC(=O)c2cnn3c(C(F)F)cc(C)nc23)cc1OC shows -6
# Under DYRK1A inh, O=C(NN1C(=O)c2ccccc2NC1c1ccco1)c1ccc([N+](=O)[O-])cc1 (configuration not stated) shows -3
# Under GSK3 alpha inh, COc1cccc(/C=N/n2nnnc2N)c1OCc1ccccc1Cl shows 2

# Next section:
SMILES,KCNK3 block,hERG rescue,KCNQ1 act,DYRK1A inh,GSK3 alpha inh,RGS4 pot,KCNQ1 block,GSK3B inh,RGS4 block,PolyA inh,KCNK9 inh
COc1ccc(CCNC(=O)Cn2cc(C(F)(F)F)cc(Cl)c2=O)cc1OC,i,-4,i,1,0,i,i,-2,i,i,i
COC(=O)c1cn(NC(=O)CCC2CCCC2)c(=O)c2ccccc12,i,5.8*,i,6,-1,i,i,0,i,i,i
CC1(C)Cc2nc3oc4c(=O)n(CC(=O)Nc5ccccc5)cnc4c3cc2CO1,i,-6,i,-1,-2,i,i,-2,i,i,i
COC(=O)CC1C(=O)NCCN1C(=S)NC(=O)c1ccccc1[N+](=O)[O-] (configuration not stated),i,-5,i,8,-3,i,i,0,i,i,i
CSc1cccc(NC(=O)C2CCN(S(C)(=O)=O)CC2)c1,i,-3,i,/,-1,i,i,1,i,i,i
COc1ccc2oc(C(=O)OCC(=O)Nc3ccc(N4CCOCC4)cc3)c(C)c2c1,i,-17,i,18,-1,i,i,2,i,i,i
Cc1c(Cc2ccccc2)c(=O)oc2c(C)c(OCC(=O)Nc3ccc(C#N)cc3)ccc12,i,-7,i,-2,-1,i,i,0,i,i,i
O=C(CN1CCN(c2ccc(F)cc2)CC1)Nc1nccs1,i,-2,i,7,0,i,i,3,i,i,i
CCOc1ccccc1C(=O)NC(C)c1ccc2c(c1)OCO2 (configuration not stated),i,-10,i,-7,2,i,i,0,i,i,i
O=C(c1ccco1)N1CCN(Cc2cn[nH]c2-c2ccc(F)cc2F)CC1,i,-7,i,2,-2,i,i,1,i,i,i
O=C(O)c1nn(CC(=O)N2CCN(c3ccccc3)CC2)c(=O)c2ccccc12,i,-6,i,0,3,i,i,2,i,i,i
Cc1ccc(C)c(-c2nn(-c3cc(N4CCN(CCO)CC4)ccc3[N+](=O)[O-])c(=O)c3ccccc23)c1,i,-18,i,4,0,i,i,-14,i,i,i
c1ccc(C2[C@H]3CN(Cc4cccnc4)[C@H](c4ccccc4)C34CC2(c2cccnc2)C4)cc1 (some centres not stated),i,-14,i,5,-3,i,i,1,i,i,i
O=C(NCc1ccccn1)C1CC(c2ccc(F)cc2)=NO1 (configuration not stated),i,-9,i,-3,-1,i,i,-24,i,i,i
CCc1ccc(-n2c(SCC(=O)Nc3cccc(S(=O)(=O)NC4=NCCCCC4)c3)nc3ccccc3c2=O)cc1,i,-6,i,-2,1,i,i,-1,i,i,i
C=C1CCN(c2ccc(C(=O)O)cc2[N+](=O)[O-])CC1,/,-7,i,/,3,i,i,3,i,i,i
COc1cc(CN2CCN(C(c3ccccc3)c3ccccc3)CC2)cc(OC)c1OC,i,-11,i,7,1,-8.9*,i,-1,i,i,i
Cc1ccc2c(c1)N(C)/C(=C/c1cccc[n+]1CCO)S2,i,-8,i,2,0,-7.3*,i,-1,i,i,i
Cc1ccc(NC(=O)C2(N(CC(C)C)C(=O)Cn3nnnc3N)CCCCC2)cc1,i,-12,i,-1,-3,i,i,2,i,i,i
O=C(NC1CCN(S(=O)(=O)c2ccc(F)cc2)CC1)c1ccccc1,i,-10,i,-4,17,i,i,-7,i,i,i
CCN(C(=O)CN1C(=O)S/C(=C\c2ccc(F)cc2)C1=O)C1CCS(=O)(=O)C1 (configuration not stated),i,-7,i,30,-1,i,i,1,i,i,i
CCN(Cc1cc(=O)n2ccsc2n1)c1cccc2ccccc12,i,-8,i,4,-3,i,i,2,i,i,i
CC(C)(C)OC(=O)N1CC=C2C(C#N)=C(N)C(C#N)(C#N)C(c3cccs3)C2C1 (configuration not stated),i,-24,i,27,31,i,i,-2,i,i,i
CCc1cccc(NC(=O)COC(=O)/C=C/c2cccs2)c1,i,-8,i,-1,-3,i,i,3,i,i,i
CCn1c(O)c(C=Nc2ccccc2)oc1=S,i,-6,i,1,0,i,i,-1,i,i,i
CCOc1cccc(OCCCOc2ccccc2)c1,i,-14,i,4,3,i,i,0,i,i,i
O=C(O)c1cccc(Oc2ncnc3sc4c(c23)CCCC4)c1,i,-7,i,-5,-2,i,i,3,i,i,i
Nc1cccc(S(=O)(=O)c2cccc(N)c2)c1,i,1,i,5,2,i,i,-7,i,i,i
CCOC(=O)C1=C(C)N(CC(C)C)C(=O)C1,i,-7,i,-9,-2,i,i,4,i,i,i
COc1ccc(/C=N/c2oc(C)c(C)c2C#N)c(OC)c1,i,-5,i,-4,1,i,i,3,i,i,i
COC(=O)c1c(C(=O)OC)c(-c2ccc(OC)cc2)n2c1CS(=O)(=O)C2,i,-1,i,-4,1,i,i,0,i,i,i
CCN1CCN(c2cc(C)c3cc(NC(=S)N4CCN(c5ccccc5)CC4)ccc3n2)CC1,i,-16,i,-1,0,i,i,2,i,i,i
CCOC(=O)c1nnn(-c2nonc2-n2cccc2)c1CN1CCOCC1,i,-13,i,7,0,i,i,2,i,i,i
CCc1ccc(NS(=O)(=O)c2c(C(=O)N3CCCCCC3)c(C)n(C)c2C)cc1,i,-11,i,0,19,i,i,-2,i,i,i
CCOC(=O)c1sc(NC(=O)c2ccc(=O)[nH]c2)nc1C,i,-10,i,2,1,i,i,/,i,i,i
CN(C)S(=O)(=O)c1cccc(NC(=S)NCCc2ccccn2)c1,i,-10,i,-2,2,i,i,1,i,i,i
Cc1ccc(NC(=O)c2cc(=O)c3ccccc3o2)cc1S(=O)(=O)N1CCCCC1,i,-16,i,/,-2,i,i,2,i,/,i
CC(NC(=O)CSc1ncn[nH]1)c1ccc(Cl)cc1Cl (configuration not stated),i,-12,i,3,/,i,i,1,i,i,i
O=C1CCN(N=Nc2cccc(Cl)c2)N1,/,-1,i,/,4,i,i,-4,i,i,i
COC(=O)[C@@]1(Cc2ccc(OC)cc2)[C@H]2c3cc(C(=O)N(C)C)n(CCc4ccc(OC)c(Br)c4)c3C[C@H]2CN1C(=O)c1ccccc1,/,-9,i,/,0,i,i,1,i,i,i

# Reprinted from the part before: 3 entries; new compounds follow.
SMILES,KCNK3 block,hERG rescue,KCNQ1 act,DYRK1A inh,GSK3 alpha inh,RGS4 pot,KCNQ1 block,GSK3B inh,RGS4 block,PolyA inh,KCNK9 inh
CC(NC(=O)CSc1ncn[nH]1)c1ccc(Cl)cc1Cl (configuration not stated),i,-12,i,3,/,i,i,1,i,i,i
O=C1CCN(N=Nc2cccc(Cl)c2)N1,/,-1,i,/,4,i,i,-4,i,i,i
COC(=O)[C@@]1(Cc2ccc(OC)cc2)[C@H]2c3cc(C(=O)N(C)C)n(CCc4ccc(OC)c(Br)c4)c3C[C@H]2CN1C(=O)c1ccccc1,/,-9,i,/,0,i,i,1,i,i,i
CCOC(=O)C1=C(CN2CCCCC2)NC(=O)NC1c1cc(C)ccc1C (configuration not stated),i,-13,i,-4,/,i,i,-1,i,i,i
Cc1ccc(N2CCN(C(=S)Nc3ccc(Cl)cc3)CC2)cc1,i,0,i,-3,0,i,i,2,i,i,i
O=C(/C=C/c1ccc(Cl)cc1Cl)NCc1ccncc1,i,-1,i,/,0,i,i,-1,i,i,i
CCc1ccccc1NC(=O)CN(C)Cc1c(O)ccc2ccccc12,i,-10,i,-1,14,i,i,/,i,i,i
COc1cc(C2N(c3ccccc3)CCN2c2ccccc2)ccc1OC(C)=O,i,-11,i,0,0,i,i,-5,i,i,i
CCOC(=O)CSc1nc2sc(C)c(C)c2c(=O)n1C,i,-1,i,2,1,i,i,1,i,i,i
COCCn1c(SCC(=O)NC2CCCC2)nnc1C(C)C,i,-4,i,2,-2,i,i,-7,i,i,i
CCOC(=O)c1n[nH]n2c1nc(=S)c1ccccc12,i,23*,34*,2,3,i,i,-6,i,i,i
NS(=O)(=O)c1ccc(CCNC(=O)COC(=O)c2cc([N+](=O)[O-])ccc2N2CCOCC2)cc1,i,-16,i,19,2,i,i,2,i,i,i
COc1ccc(NS(=O)(=O)c2cccc(C(=O)NCc3ccco3)c2)cc1,i,-6,i,0,-3,i,i,1,i,i,i

# Screening data as filed in PubChem BioAssay.
